Screening data (PubChem BioAssay)
CAL PDZ FP: untagged CAL PDZ binding inhibitors, primary screen, biochemical, fluorescence polarization, HTS; Golgi-associated PDZ and coiled-coil motif-containing protein (Homo sapiens), Q9HD26; inhibition, % at 24.9 µM; purified CAL PDZ, TMR-peptide fluorescence polarization, 1 h; actives 0.92% (n = 300,000); AID 602252, 2012;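 active = mean inhibition of at least 30% with at least half of replicates also reaching 30%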;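 note: 0% = DMSO neutral control and 100% = excess unlabeled competitor peptide PRC23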
MOR-DOR ag: agonists of OPRM1-OPRD1 heterodimerization, primary screen, cell-based, luminescence | Mu-type opioid receptor (Homo sapiens) + Delta-type opioid receptor (Homo sapiens), … | cells | activation, % at 9.3 µM | actives 0.3% (n = 340,000) | AID 504326, 2011; in the data active = activation above about 18%;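 note: 0% = vehicle-treated cells and 100% = reference agonist; values of inactives mirror those of a sister screen read the other way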
C-LANA FP: inhibitors of KSHV C-LANA binding to DNA, primary screen, biochemical, fluorescence polarization, FAM-LBS DNA, MBP-C-LANA, single point; inhibition, % at 9 µM; actives 0.078% (n = 340,000);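 active = highest replicate inhibition at or above 60% at 9 µM, even if other replicates fall short; inactive = all replicates below 60% inhibition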;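 note: 0% = neutral control wells and 100% = 4 µM acridine orange control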
HTR5A ag ctr: HTR5A agonists in luminescence cell assay, primary screen, counter-screen for OPRM1-OPRD1 heterodimer agonist project, full-deck HTS; 5-hydroxytryptamine receptor 5A (Homo sapiens), P47898; cell-based; activation, % at 9.3 µM; actives 0.61% (n = 340,000); AID 504692, 2011; in the data active = activation mostly above about 9.5%, no sharp cut-off; inactive = mostly below about 7.6%;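 note: 0% = cells with vehicle only and 100% = reference agonist; strong numbers were not always called active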
Target sequence (P47898 whole entry, looked up): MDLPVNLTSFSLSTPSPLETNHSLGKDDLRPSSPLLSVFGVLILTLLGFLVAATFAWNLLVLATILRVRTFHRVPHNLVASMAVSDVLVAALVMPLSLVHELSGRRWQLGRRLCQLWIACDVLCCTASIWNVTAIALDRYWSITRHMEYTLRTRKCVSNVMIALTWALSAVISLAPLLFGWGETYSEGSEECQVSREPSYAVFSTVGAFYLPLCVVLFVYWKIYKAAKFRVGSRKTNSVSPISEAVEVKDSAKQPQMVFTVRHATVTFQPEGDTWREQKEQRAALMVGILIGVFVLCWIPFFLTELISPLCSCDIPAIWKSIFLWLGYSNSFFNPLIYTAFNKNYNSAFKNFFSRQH
HTR5A inv ag: HTR5A inverse agonists in luminescence cell assay, primary screen, counter-screen for OPRM1-OPRD1 heterodimer inverse agonist project, full-deck HTS | 5-hydroxytryptamine receptor 5A (Homo sapiens), P47898 | HTR5A cell line, inverse agonism | actives 0.083% (n = 340,000) | AID 504634, 2011 | inhibition, % at 9.3 µM; in the data active = inhibition mostly above about 23%, no sharp cut-off; inactive = mostly below about 18%;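 note: 0% = cells with DMSO and 100% = no-cell wells with DMSO; some compounds called inactive have numbers as strong as hits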
V-ATPase pH: regulators of yeast V-ATPase proton pumping, primary screen, pHLuorin cytosolic pH fluorescence; S. cerevisiae; response, % at 10 µM; actives 0.37% (n = 350,000); in the data active = response mostly above about 7.3%, no sharp cut-off; inactive = mostly below about 5.4%; note: actives read high; inactives centre near 0; some compounds called inactive have numbers as strong as hits; reference of the scale not given here
OPRM1-OPRD1 inv: inverse agonists of MOR-DOR heterodimerization, primary screen, cell-based, luminescence; Mu-type opioid receptor (Homo sapiens) + Delta-type opioid receptor (Homo sapiens), …; cell-based MOR-DOR heterodimer luminescence, inverse agonism; inhibition, % at 9.3 µM; actives 0.21% (n = 340,000); AID 504357, 2011; in the data active = inhibition above about 22%, passing the limit was not always enough;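 note: 0% = cells with DMSO and 100% = wells without cells with DMSO; values of inactives mirror those of a sister screen read the other way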
cardiac RTF act: cardiac RTF calcium sensitivity activators, primary screen, biochemical, IANBD-TnC fluorescence, EC20 calcium; Troponin I, cardiac muscle (Homo sapiens) + Troponin T, cardiac muscle (Homo sapiens) + …; IANBD-labeled TnC RTF fluorescence at EC20 calcium; 0% EC20 calcium, 100% full calcium; actives 0.24% (n = 340,000); activation, % at 7.2 µM;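 active = activation above the mean over all tested compounds plus 3 SD, cut at about 30% in these data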;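 note: rise in fluorescence read as greater calcium sensitivity of cardiac thin filaments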
Keap1-Nrf2 PPI: Keap1-Nrf2 protein-protein interaction inhibitors, primary screen, biochemical, fluorescence polarization, single point; actives 0.15% (n = 340,000); AID 504523, 2011; Kelch-like ECH-associated protein 1 (Homo sapiens), Q14145; Keap1 Kelch-Nrf2 peptide fluorescence polarization, 1536-well; inhibition, % at 9.4 µM; in the data active = inhibition above about 12%;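 note: human Keap1 Kelch domain with fluorescein labeled Nrf2 9mer peptide probe; 0% = neutral control wells and 100% = peptide positive control; higher means more block of Keap1 binding to Nrf2 peptide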
Target sequence (Q14145 whole entry, looked up, the tested form may be a part): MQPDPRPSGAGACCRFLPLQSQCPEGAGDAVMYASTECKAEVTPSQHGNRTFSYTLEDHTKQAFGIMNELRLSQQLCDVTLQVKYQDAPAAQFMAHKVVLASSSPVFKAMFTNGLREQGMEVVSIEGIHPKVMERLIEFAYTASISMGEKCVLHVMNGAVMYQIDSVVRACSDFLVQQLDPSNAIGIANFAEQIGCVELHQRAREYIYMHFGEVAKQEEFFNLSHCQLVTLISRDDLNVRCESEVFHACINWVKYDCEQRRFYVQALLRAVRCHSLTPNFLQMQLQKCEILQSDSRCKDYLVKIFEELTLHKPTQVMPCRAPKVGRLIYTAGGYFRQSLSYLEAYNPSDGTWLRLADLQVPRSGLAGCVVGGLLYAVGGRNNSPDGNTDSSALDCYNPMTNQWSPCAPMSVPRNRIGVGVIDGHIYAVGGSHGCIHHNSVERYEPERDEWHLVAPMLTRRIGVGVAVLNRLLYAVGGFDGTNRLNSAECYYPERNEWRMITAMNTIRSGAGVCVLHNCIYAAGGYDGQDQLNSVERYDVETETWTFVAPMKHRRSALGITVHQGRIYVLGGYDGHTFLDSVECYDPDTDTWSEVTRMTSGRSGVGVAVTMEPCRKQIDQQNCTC
RTF Ca sens inh: cardiac RTF calcium sensitivity inhibitors, primary screen, biochemical, IANBD-TnC fluorescence, EC70 calcium. IANBD-labeled cardiac RTF, Ca2+ fluorescence. inhibition, % at 7.15 µM. actives 0.12% (n = 340,000);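 active = inhibition above the mean inhibition of all tested compounds plus 3 SD, cut at about 17% in these data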;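 note: assay run at fixed EC70 calcium of 1.6 mM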
* hit, by the source's call; x = not tested or not shown.

Each structure is followed by: CAL PDZ FP | MOR-DOR ag | C-LANA FP | HTR5A ag ctr | HTR5A inv ag | V-ATPase pH | OPRM1-OPRD1 inv | cardiac RTF act | Keap1-Nrf2 PPI | RTF Ca sens inh
CC1C(=O)CC(c2ccccc2)N(C)C1c1ccccc1 (configuration not stated)
→ x | 8.9 | 1.3 | 2 | -4 | 0 | -49 | 1 | -3 | -6
CCC(=O)C1CCCN(C(=O)CCc2nnc(-c3ccc4c(c3)OCO4)o2)C1 (configuration not stated)
→ -1 | -1.8 | 0.0 | 1 | -5 | -1 | 10 | -5 | -1 | 7
COc1ccc(S(=O)(=O)N(C)CC(=O)NCCN2CCOCC2)cc1Cl
→ -8 | 0.4 | 0.7 | 3 | -4 | 1 | -3 | -2 | -3 | -5
Cc1cc(C)c(C)c(SCC(=O)Nc2oc(C)c3c(C)n[nH]c(=O)c23)c1C
→ 3 | -0.4 | -1.4 | 5 | -13 | 1 | 3 | -15 | 2 | 9
CCn1cc([N+](=O)[O-])c(C(=O)N2N=C3/C(=C/c4cccs4)CCCC3C2c2cccs2)n1 (configuration not stated)
→ x | -4.7 | 0.8 | -4 | -13 | 2 | 22 | -2 | -5 | 0
NC(=O)NOCc1ncc(C(F)(F)F)cc1Cl
→ 1 | -0.3 | -0.1 | 4 | 3 | -2 | 2 | -6 | -6 | -7
Cc1ccc(S(=O)(=O)N2[C@@H](c3ccc(Br)cc3)C(C(=O)O)=C[C@H]2C(C)(C)C)cc1
→ 2 | -1.4 | 1.3 | 4 | -13 | -1 | 7 | -5 | 1 | 3
Cc1ccc(NC(=O)CN(C)C(=O)c2ccc(NS(=O)(=O)c3ccc4[nH]c(=O)[nH]c4c3)cc2)cc1
→ x | 0.4 | 0.9 | 4 | -13 | 0 | -2 | -2 | -4 | 2
Cc1nn(-c2ccccc2)c(Cl)c1/C=C(/CC(=O)O)c1nc2ccccc2s1
→ 7 | -0.5 | 0.3 | 7 | -29 | 3 | 2 | 3 | 1 | -7
COC(=O)CNC(=O)CN(c1ccc(OC)cc1OC)S(=O)(=O)c1ccccc1
→ -11 | -3.0 | -1.3 | -1 | 2 | 0 | 16 | -1 | 3 | -1
COc1ccc(N(CC(=O)Nc2ccc3c(c2)OCCO3)S(=O)(=O)c2cccc(C)c2)cc1
→ -1 | -1.3 | 1.1 | -1 | 3 | -6 | 7 | 15 | -2 | -25
CSc1nsc(SCC(=O)Nc2cccc(C(=O)O)c2)n1
→ -5 | -0.9 | 1.0 | -3 | 8 | 5 | 5 | 3 | -1 | -7
CCNC(=S)N(CCN(CC)CC)Cc1cc2cc3c(cc2[nH]c1=O)OCCO3
→ -5 | -2.8 | -9.1 | 4 | -13 | 1 | 14 | 5 | -1 | -3
COc1ccc(C(=O)O)cc1S(=O)(=O)N(CCc1ccccc1)Cc1ccccc1
→ 7 | -1.9 | -0.4 | 4 | 14 | 1 | 10 | 10 | -6 | -1
O=C(CSc1nnnn1C1CCCC1)N1CCCCC1
→ -2 | 0.4 | -2.1 | -4 | 1 | 0 | -3 | -5 | -1 | -16
O=C(Nc1ccc(N2CCN(C(=O)c3cccs3)CC2)cc1)c1ccc(F)cc1
→ -2 | 1.0 | 2.0 | 1 | 8 | 2 | -7 | 2 | 0 | 12
COc1ccc(Cl)cc1NC(=O)c1noc(C)c1[N+](=O)[O-]
→ 0 | 5.7 | 1.4 | 7 | -8 | -2 | -30 | -2 | 2 | -13
O=[N+]([O-])c1cc(Cl)ccc1NCCc1ccccn1
→ x | 0.5 | 3.6 | -6 | 3 | -1 | -4 | -8 | 3 | -10
Cc1ccc(-n2ncc3c2CC(C)(C)CC3NC(=O)c2cc[n+]([O-])cc2)cc1 (configuration not stated)
→ 2 | -3.5 | 1.3 | 7 | -13 | -2 | 19 | -6 | -2 | -1
COc1cc2c(cc1OC)CN(C(=O)Cc1c(F)cccc1Cl)CC2
→ -4 | -0.8 | -1.2 | 7 | -18 | 0 | 4 | -4 | 4 | 2
O=C(Nc1ccccc1)N1CCNCC1
→ -3 | -0.6 | 1.0 | 1 | -3 | 5 | 3 | 0 | -4 | -6
CC(=O)OCCNC(=O)c1cc2ccccc2oc1=O
→ -5 | -2.3 | -1.0 | 3 | -7 | 3 | 9 | -4 | 1 | -3
Cc1cc(C)nc(NC(=O)C(C)N2C(=O)c3ccccc3C2=O)n1 (configuration not stated)
→ 0 | 1.1 | -0.8 | -2 | 5 | 0 | -6 | 12 | -2 | -22
COc1ccc2c(c1)C(=O)N(c1ccc(C)cc1C)C(=O)C2
→ x | 1.3 | 3.6 | 2 | -7 | -1 | -9 | -3 | -5 | -36
O=C(c1ccc(Br)c(S(=O)(=O)N2CCOCC2)c1)N1CCN(C/C=C/c2ccccc2)CC1
→ x | -2.8 | 0.3 | -3 | 14 | 2 | 11 | 1 | -3 | -6
O=C(c1ccc(NC(=S)NCc2ccc(Cl)cc2)cc1)N1CCCCC1
→ x | -0.3 | -1.7 | 3 | 25 | 2 | 1 | 2 | -1 | -10
Clc1ccc(CSc2nnc(/C=C/c3ccccc3)o2)c(Cl)c1
→ -2 | 0.4 | 0.0 | -6 | 14 | 1 | -2 | 3 | -2 | -1
Cc1ccc(C)c(NC(=O)Cn2nnc(C(=O)NCc3cccs3)c2N)c1
→ -3 | 0.7 | 2.1 | -1 | 0 | 0 | -3 | 0 | -4 | -14
CC(=O)Nc1nonc1-c1nc2ccccc2n1C
→ -7 | -2.7 | 0.2 | 1 | -3 | -1 | 13 | 1 | 1 | 0
O=C(O)CC1S/C(=N/N=C/c2ccc(-c3ccc(Cl)cc3[N+](=O)[O-])o2)NC1=O (configuration not stated)
→ -5 | -1.5 | 0.6 | -4 | 2 | 1 | 8 | -1 | 0 | 0

Results in MOR-DOR ag and V-ATPase pH, for 2 of the compounds above:
SMILES	MOR-DOR ag	V-ATPase pH
Cc1ccc(NC(=O)CN(C)C(=O)c2ccc(NS(=O)(=O)c3ccc4[nH]c(=O)[nH]c4c3)cc2)cc1	0.4	0
Cc1nn(-c2ccccc2)c(Cl)c1/C=C(/CC(=O)O)c1nc2ccccc2s1	-0.5	3

(further entries)
Each structure is followed by: CAL PDZ FP | MOR-DOR ag | C-LANA FP | HTR5A ag ctr | HTR5A inv ag | V-ATPase pH | OPRM1-OPRD1 inv | cardiac RTF act | Keap1-Nrf2 PPI | RTF Ca sens inh
NNC(=O)c1cccc(S(=O)(=O)Nc2cccc(C(F)(F)F)c2)c1
→ -1 | -0.3 | -0.2 | -2 | -15 | 5 | 1 | 8 | -2 | -20
CCN(CC)S(=O)(=O)c1ccc(OCC2CCCCO2)c([N+](=O)[O-])c1 (configuration not stated)
→ -1 | -0.9 | 1.2 | 0 | -3 | 1 | 6 | -1 | -2 | -11
CN(C)C(CNC(=O)c1ccc(S(=O)(=O)Nc2ccccc2)cc1)c1ccco1 (configuration not stated)
→ x | -4.7 | -0.1 | 2 | 10 | 2 | 23 | -7 | 1 | 5
C=C(C)Cn1c(=O)c2c(nc3n2CCCN3Cc2ccccc2)n(C)c1=O
→ 9 | -3.2 | -0.3 | -5 | 18 | -1 | 17 | -5 | 0 | -3
COc1ccc(NC(=O)N(C)C[C@@H]2Oc3c(NC(=O)Nc4c(C)noc4C)cccc3C(=O)N([C@@H](C)CO)C[C@@H]2C)cc1
→ -4 | 1.3 | 1.3 | -2 | 4 | 1 | -7 | 6 | -2 | -14
CCN(CC)CCn1c2ccccc2c2cnc(N=CN(C)C)c(C#N)c21
→ -4 | -0.7 | -3.4 | 0 | -1 | -1 | 4 | 9 | -1 | -5
Cc1cc(C)nc(NC(=NCCc2c[nH]c3ccccc23)NC(=O)C(C)(C)C)n1
→ x | -0.5 | 0.7 | 1 | -17 | -2 | 2 | -2 | 0 | 0
CN(C)c1nc(NCc2ccccc2)nc(N/N=C/c2ccc(Br)cc2)n1
→ -3 | 3.1 | 0.3 | 3 | -7 | -3 | -22 | 1 | 0 | 3
CN(C)S(=O)(=O)c1ccc2oc(SCC(=O)c3c(N)n(C4CC4)c(=O)[nH]c3=O)nc2c1
→ -1 | -2.8 | -0.2 | 4 | -10 | -1 | 11 | 5 | -4 | 5
C/C(=N\N=C(N)N)c1cccc(Cl)c1
→ -10 | -0.3 | -4.8 | 0 | 1 | 1 | 1 | -5 | -2 | 6
Cc1cccc(C(=O)OCC(=O)N(C)c2ccccc2)c1C
→ -10 | -0.7 | -0.2 | 4 | -10 | -2 | 4 | -6 | -1 | 4
Cc1c(C(c2cccc(Br)c2)c2c(C)n(C)n(-c3ccccc3)c2=O)c(=O)n(-c2ccccc2)n1C
→ 1 | -2.8 | -0.4 | 1 | -3 | -5 | 13 | -2 | -4 | -1
COc1cccc(CC(=S)N2CCOCC2)c1
→ -2 | -4.4 | 0.6 | -3 | 12 | -2 | 23 | 1 | -2 | -2
COc1cc(C(C)=O)ccc1OCC(=O)Nc1cc(C)on1
→ -6 | -4.2 | -1.0 | 3 | -9 | -1 | 17 | -3 | 0 | -1
CCOC(=O)c1ccc(N2C(=O)CC(N3CC(C)OC(C)C3)C2=O)cc1 (configuration not stated)
→ 0 | -1.7 | -0.3 | 5 | -13 | -2 | 7 | 2 | 3 | -10
Nc1c(C(=O)N2CCOCC2)oc2ccccc12
→ -2 | -2.3 | 0.0 | 2 | -8 | 7 | 12 | -2 | -3 | 5
O=C(CSc1nnc(NC(=O)c2ccccc2F)s1)Nc1ccccc1F
→ -4 | -4.2 | 0.7 | -5 | 1 | 0 | 22 | -5 | 3 | 5
CS(=O)(=O)N(Cc1ccccc1)c1ccc(C(=O)NCC2CCCO2)cc1 (configuration not stated)
→ 0 | 1.8 | 0.3 | -3 | 7 | 0 | -11 | -6 | -3 | 2
Cc1nn2c3c(cnc2c1-c1ccc(Cl)cc1)C(=O)CC(c1ccco1)C3 (configuration not stated)
→ -6 | -0.6 | -0.3 | -7 | 19 | 1 | 3 | -4 | -3 | -9
Cc1cc(C(F)(F)F)n2nc(-c3cnn(C)c3C(F)(F)F)c(Br)c2n1
→ 1 | -0.4 | 0.4 | 0 | 1 | 1 | 2 | 1 | -7 | -6
COc1ccc(NS(=O)(=O)c2ccc(O)c(C(=O)OCC(=O)NC3CCCCC3)c2)cc1
→ 7 | 1.0 | -1.2 | 0 | 1 | 2 | -5 | -3 | 0 | -13
